# Screens: PubChem, National Center for Advancing Translational Sciences (NCATS)
# DRD3 agonist: activates the human D3 dopamine receptor. P35462. D3R DiscoveRx beta-arrestin cells, luminescence, 90 min. max activation, %. hit rate 0.58% among 410,000. AID 652048; in the data active = max activation above about 30%; also: 0% is about no effect; mostly tested at two doses, the higher about 12 µM
# Target sequence (P35462 whole entry, looked up): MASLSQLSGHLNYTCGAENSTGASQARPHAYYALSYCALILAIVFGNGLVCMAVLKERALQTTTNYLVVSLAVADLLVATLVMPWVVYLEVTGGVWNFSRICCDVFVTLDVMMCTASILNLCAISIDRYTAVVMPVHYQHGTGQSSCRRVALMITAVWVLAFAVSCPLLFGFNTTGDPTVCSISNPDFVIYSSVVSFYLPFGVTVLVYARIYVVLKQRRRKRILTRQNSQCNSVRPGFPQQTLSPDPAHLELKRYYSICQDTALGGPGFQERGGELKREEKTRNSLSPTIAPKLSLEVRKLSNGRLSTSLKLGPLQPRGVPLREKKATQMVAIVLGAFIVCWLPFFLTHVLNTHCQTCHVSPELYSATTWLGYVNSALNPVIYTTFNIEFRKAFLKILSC
#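 Cells at 1500/well, incubated overnight, then treated with pinned compounds (dopamine as control) for 90 min at 37 degrees C. DiscoveRx reagent added for 30 - 60 minutes at room temperature; luminescence read.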
# KB-3-1 cytotox: KB-3-1 parental cell cytotoxicity; KB-3-1 viability, CellTiter-Glo ATP luminescence, 72 h; Potency, µM (top dose mostly 46.1 µM), for the others: at the top dose activity change, negative = cytotoxic, hits mostly cytotoxic; hit rate 1.4% among 400,000; AID 1347075; also: potency is read from the fitted curve at half-maximal effect; % is scaled to controls: 0 for no effect and ±100 for the full control effect; nearly all actives have a fitted effect of over 60% in size
#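 Luminescent ATP read-out (CellTiter-Glo) measures survival of drug-naive KB-3-1 cells after 72 h compound exposure at 37 °C. Titration series was screened from lowest to highest concentration, with DMSO vehicle plates as background controls.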
# IL-1B inflam inh: inhibitors of inflammasome signaling (IL-1 beta secretion); THP-1 LPS/ATP IL-1B secretion, AlphaLISA, 16 h; hits give low values; activity change, % at 57.5 µM; hit rate 4.7% among 360,000; AID 743279; in the data active = activity change below about -50%; inconclusive = mostly about -30% to -49%; also: % is scaled to controls: 0 for no effect and ±100 for the full control effect
#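 THP-1 cells pretreated 1 hr with compounds (up to 57.5 uM final), then stimulated with LPS (250 ng/mL final) plus ATP (1.25 mM final); secreted IL-1B measured by AlphaLISA after 16 hr, decreased signal indicating inhibition.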
# KB-V1 MDR tox: kills drug-selected multidrug resistant KB-V1 cells; KB-V1 MDR cells viability, CellTiter-Glo, 72 h; Potency, µM (highest dose often 46.1 µM), for inactives: top-dose activity change, negative = cytotoxicity, most hits filed as cytotoxic; hit rate 3.4% among 400,000; AID 1347076; also: potency is read from the fitted curve at half-maximal effect; % is scaled to controls: 0 for no effect and ±100 for the full control effect; nearly all actives have a fitted effect of over 60% in size
#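 KB-V1, DMEM (no phenol red) + 10% FBS; cpd pin-transferred, titration series; 72 h, 37 degrees C; CellTiter-Glo, luminescence. Data normalized, curve-fit.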
# GLP1R cytotox: cytotoxic in the GLP-1 receptor inverse agonist counter-screen | HEK293 cAMP-luciferase reporter cells, luminescence, 24 h | Potency, µM (doses to about 38.3 µM), inactives show at the highest dose activity change, negative = inhibition, actives largely listed as inhibitors | hit rate 0.13% among 410,000 | AID 624418;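 also: loss of luciferase light is scored as toxicity; potency is read from the fitted curve at half-maximal effect; % is scaled to controls: 0 for no effect and ±100 for the full control effect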
#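 Quantitative HTS format, 1536 wells, 200 cells/uL seeded. Compounds: 23 nL, 24 h, 37 °C. Detection: luciferase reagent, luminescence at 12 min RT; decreased signal taken as cytotoxic.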
# MCF10A rerep: inducers of DNA re-replication in MCF 10A breast cells; hit rate 2.9% among 350,000; Potency, µM (highest dose often 46.1 µM), without a hit: top-dose activity, positive = re-replication, most hits filed as activators; MCF 10A DNA re-replication, Hoechst nuclear intensity, 48 h; also: potency is read from the fitted curve at half-maximal effect; % of control where 0% means no effect; nearly all actives have a fitted effect of over 50% in size
# HT1080 IDH1KD tx: toxicity to HT-1080 IDH1 knockdown cells (counter line); hit rate 2% among 360,000; Potency, µM (top dose mostly 46.1 µM), without a hit: top-dose activity, negative = toxicity, usual class: cytotoxic; HT-1080 IDH1 knockdown viability, ATP luminescence, 48 h; AID 686971;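 also: potency is read from the fitted curve at half-maximal effect; 0% = DMSO wells and -100% = cell-free medium wells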
#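 Knockdown cells (IDH1KD HT-1080) received compounds 2 h after plating at 750 cells/well and were kept 48 h at 37 °C in 5% FBS RPMI. A CellTiter-Glo luminescence read gave % activity for curve fitting.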
# SW480 rereplic: inducers of DNA re-replication in SW480 colon cancer cells; SW480 DNA re-replication, Hoechst DNA content imaging, 48 h; Potency, µM (series often up to 46.1 µM), inactives show top-dose re-replication activation, most hits filed as activators; hit rate 1.8% among 340,000; also: potency is read from the fitted curve at half-maximal effect; % of control where 0% means no effect; nearly all actives have a fitted effect of over 55% in size
#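 First, 250 cells per well were seeded. Next, compound or vehicle (23 nL) was pinned in, plates sat 48 hr at 37 C. Finally Hoechst was added for 40 min before fluorescence scanning.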
# HT1080NT lethal: kills 2HG-producing HT-1080-NT fibrosarcoma cells. hit rate 1.6% among 360,000. Potency, µM (titrated, usually from 46.1 µM), inactives show top-dose activity, negative = less viability, usual class: cytotoxic. HT-1080-NT fibrosarcoma viability, CellTiter-Glo ATP luminescence, 48 h;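 also: NT is the 2HG producing partner of a matched IDH1 knockdown line; potency is read from the fitted curve at half-maximal effect; 0% = DMSO-treated cells and -100% = media-only wells without cells; nearly all actives have a fitted effect of over 55% in size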
#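 Read-out is CellTiter-Glo luminescence after 10 minutes at room temperature, following 48 hours' compound treatment of HT-1080-NT cells (750 cells/well, RPMI, 5% FBS, 37 degrees C).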
# * hit, by the source's call; ? = inconclusive; · = not tested or not shown; [ ] = dose if it differs, or a comment. Unless noted, calls follow the shape of the dose curve; as a rule, active = well fitted curve in the direction sought with a large enough effect; inconclusive = small, poorly fitted or top-dose-only effect, or another doubt; inactive = no such curve, though single readings can be large; an effect the other way counts as inactive or inconclusive.
# Second line of a record – DRD3 agonist	KB-3-1 cytotox	IL-1B inflam inh	KB-V1 MDR tox	GLP1R cytotox	MCF10A rerep	HT1080 IDH1KD tx	SW480 rereplic	HT1080NT lethal
Cc1ccn2c(=O)nc(SCC(=O)N3CCCCCC3)nc2c1
→ 3	?	11	17%	-2%	-1%	2%	-1%	0%
COC(=O)c1cccc(NC(=O)Nc2cc(C(=O)NCc3cccc(F)c3)ccc2N2CCCC2)c1
→ -7	6%	·	-9%	5%	·	·	·	·
O=C(Nc1cccc(NC(=O)c2cccs2)c1)c1cccnc1
→ 11	-5%	22	-12%	-14%	-27%	-7%	?	-3%
O=C(C1CCCN(c2ncnc3c2nc2n3CCCCC2)C1)N1CCN(c2ccc(F)cc2)CC1 (stereo not drawn)
→ 1	?	-4	?	-8%	21%	-11%	9%	-21%
N#Cc1ccccc1CSc1nnc2ccc3ccccc3n12
→ 1	16%	·	-2%	-8%	·	·	·	·
CCNC(=O)C1(C)CCCN(Cc2cccc3ccccc23)C1 (stereo not drawn)
→ 0	-1%	-18	-16%	-3%	·	3%	·	7%
O=C(C1=C[C@H](C2CC2)C[C@H](OCCCCO)O1)N1CCOCC1
→ -20	-5%	8	0%	0%	12%	-1%	8%	-5%
c1csc(CNc2nc(NCC3CCCCC3)c3sccc3n2)c1
→ 8	-6%	?	?	-8%	·	?	·	?
Cc1nc(-c2ccccn2)sc1C(=O)O
→ 5	-5%	-4	15%	2%[7.66 µM]	0%	13%	0%	10%
COCC(C)NC(=O)CCSc1nc(-c2ccc(OC)cc2)cc(C(F)(F)F)n1 (stereo not drawn)
→ -6	2%	-57*	?	-4%	12%	-12%	0%	-8%
O=C(Nc1ccc(F)c(F)c1)C1CCN(S(=O)(=O)c2cccs2)CC1
→ -4	-12%	?	16µM*	-3%	12%	8%	4%	3%
CC(NC(=O)/C(=C/c1ccc2c(c1)OCO2)NC(=O)c1cccc([N+](=O)[O-])c1)C(=O)O (stereo not drawn)
→ -4	-11%	-13	15%	-8%	?	10%	2%	21%
CCOC(=O)CN(c1cc([N+](=O)[O-])ccc1OC)S(C)(=O)=O
→ 4	7%	-60*	7%	0%	-4%	12%	-6%	-1%
Cc1ccc(-c2cnc(NC(=O)CCC(=O)N(C)Cc3ccccc3)n2C)cc1
→ 1	-5%	-16	-1%	-3%	7%	-11%	-4%	-2%
CCOC(=O)C1CCN(S(=O)(=O)c2ccc(CNC(=O)c3ccccc3)s2)CC1
→ -9	0%	-5	0%	3%	?	-11%	3%	-4%
CCN(CC)c1ccc2c(Nc3ccccc3)c(C=O)c(=O)oc2c1
→ -17	14%	-5	-5%	0%	28%	5%	3%	-8%
COc1cccc(OC)c1C(=O)Nc1ccc(NC(=O)c2ccco2)cc1
→ 0	22%	?	14%	-13%	-1%	12%	-5%	?
CCOC(=O)C1CCCN(C(=O)c2cc3c(C)nc4ccccc4c3o2)C1 (stereo not drawn)
→ 38*	1%	0	13µM*	-28%	20%	-6%	-1%	0%[9.24 µM]
CCOc1ccc(C(=O)Nc2ccc3c(c2)C(=O)NC3=O)cc1
→ -6	0%	-5	0%	-29%	11%	19%	-26%	25%
Cc1ccc(CNC(=O)CN(c2cccc([N+](=O)[O-])c2)S(=O)(=O)c2ccccc2)cc1
→ -1	0%	-27	-14%	-17%	-2%	0%	3%	-6%
CC(C)(C)c1ccc(C(=O)NCc2nnc(SCC(=O)N3CCCc4ccccc43)n2-c2ccccc2)cc1
→ -3	9%	15	26%	-28%	2%	6%	-2%	11%
COc1ccc2c(c1)C1C=CCC1C(c1cc3c(cc1Br)OCO3)N2 (stereo not drawn)
→ -5	?	7	0%	?	3.7µM*	10µM*	9.2µM*	10µM*
CCOc1ccc(C(C)NC(=O)C2CCCC2)cc1 (stereo not drawn)
→ -11	-2%	32	0%	3%	-3%	0%	-9%	0%
COC(=O)[C@H]1C[C@H](C(=O)O)[C@@H](C)C1(C)C
→ -13	0%	26	4%	9%	-1%	0%	-17%	0%
COc1cc(C(=O)NC(=S)N2CCCCCC2)cc(OC)c1OC
→ 1	3%	0	-23%	-1%	-3%	12%	13%	13%
Cn1c(CSCC(=O)Nc2ccccc2)nnc1SCc1ccccc1
→ -4	-13%	-16	3%	2%	-1%	3%	-1%	18%
CCOC(=O)/C(C#N)=C1/SC(CCO)C(=O)N1c1ccccc1 (stereo not drawn)
→ 1	26%	0	5%	17%	5%	7%	-1%	3%
Cc1cc(-c2cccs2)c2c(n1)sc1c(=O)[nH]c(=O)[nH]c12
→ -2	0%	3	?	-16%	?	-18%	?	-20%
CCOC(=O)C1(Cc2ccccc2C)CCCN(C(=O)c2ccc(C(C)=O)s2)C1 (stereo not drawn)
→ 1	3%	12	0%	3%	·	0%	·	0%
Cc1ccc(CN2CCSc3ccc(C(=O)NCCCN4CCOCC4)cc32)cc1
→ -2	15%	-51*	3%	-10%	?	?	-3%	-12%
O=C(COC(=O)CCC1CCCC1)Nc1ccccc1Sc1ccccc1
→ 16	11%	19	0%	-2%	14%	7%	-5%	2%
Cc1ccc(N(C)S(=O)(=O)c2cccc(C(=O)N(C)Cc3cnn(-c4ccccc4)c3)c2)cc1
→ 3	-24%	-81*	5.8µM*	-23%	21µM*	?	?	-3%
CC1CCCC(C)N1/N=C/c1ccccc1Br (stereo not drawn)
→ -11	9%	8	22%	8%	3%	6%	-2%	13%
COc1ccc(S(=O)(=O)N(C)C[C@H]2Oc3ccc(NC(=O)c4ccncc4)cc3C(=O)N([C@H](C)CO)C[C@@H]2C)cc1
→ -10	0%	-21	0%	1%	2%	0%	112%	-4%
CC(NCCOc1ccccc1F)C(=O)Nc1ccc(S(N)(=O)=O)cc1 (stereo not drawn)
→ 13	4%	14	13%	1%	10%	8%	2%	2%
Cc1ccsc1-c1nc(CN2C[C@@H](C)O[C@@H](C)C2)c(C)o1
→ -16	-5%	22	-11%	-1%	4%	4%	?	-1%
CC(NC(=O)C(=O)N1CCCCC1)C(c1cccs1)N1CCN(c2ccccc2F)CC1 (stereo not drawn)
→ 1	-3%	23	-17%	-5%	-1%	1%	-7%	2%
COc1ccc(NC(=O)CN(C)Cc2cccs2)cc1Cl
→ -6	-4%	?	-22%	-2%	-4%	2%	6%	-2%
COc1ccc(N2CCN(S(=O)(=O)c3ccc4c(c3)NC(=O)C(C)C(=O)N4)CC2)cc1 (stereo not drawn)
→ 1	14%	25	0%	4%	6%	12%	0%	0%
O=c1cn[nH]c2ccccc12
→ 5	16%	24	1%	-9%	3%	13%	1%	19%

# Overlap with the part before: 3 entries, followed by the next part.
# Second line of a record – DRD3 agonist	KB-3-1 cytotox	IL-1B inflam inh	KB-V1 MDR tox	GLP1R cytotox	MCF10A rerep	HT1080 IDH1KD tx	SW480 rereplic	HT1080NT lethal
COc1ccc(NC(=O)CN(C)Cc2cccs2)cc1Cl
→ -6	-4%	?	-22%	-2%	-4%	2%	6%	-2%
COc1ccc(N2CCN(S(=O)(=O)c3ccc4c(c3)NC(=O)C(C)C(=O)N4)CC2)cc1 (stereo not drawn)
→ 1	14%	25	0%	4%	6%	12%	0%	0%
O=c1cn[nH]c2ccccc12
→ 5	16%	24	1%	-9%	3%	13%	1%	19%
CC1(C)NC(=O)N(CCCCOc2ccc(Cl)cc2C=O)C1=O
→ 1	0%	0	0%	-28%	15%	?	?	23µM*
Cc1ccccc1N1C(=O)C2ON(c3ccccc3)C(c3ccncc3)C2C1=O (stereo not drawn)
→ 1	-1%	8	-1%	3%	-1%	5%	-10%	12%
Cc1ccc(-c2csc3ncnc(NS(=O)(=O)c4ccc(Cl)cc4)c23)cc1
→ 8	1%	10	0%	-5%	?	-2%	14%	-15%
Cc1ccc(S(=O)(=O)NC(=O)N(CCC#N)Cc2ccccc2)cc1
→ 2	1%	9	9%	-16%	2%	12%	-4%	-2%
Cn1c(SCC(=O)NC2CCS(=O)(=O)C2)nc2ccccc21 (stereo not drawn)
→ -3	-4%	?	-3%	8%	?	1%	2%	-1%
Cc1cc(OCC(F)(F)C(F)(F)C(F)(F)C(F)(F)C(F)(F)C(F)F)nc(N)n1
→ 0	5%	24	2%	-13%	0%	13%	1%	15%
COC(=O)[C@@H](Cc1ccccc1)NC(=O)[C@H]1O[C@@H](n2cnc3c(N)ncnc32)[C@H](O)[C@@H]1O
→ 7	0%	-4	-11%	2%	·	2%	·	26%
NC1=NC(c2ccc(Cl)cc2)N(c2ccc(S(N)(=O)=O)cc2)C(N)=N1 (stereo not drawn)
→ 4	-7%	-21	-1%	-1%	-13%	6%	-12%	2%
CSc1nc(N(C)CCO)c2sc3nc(-c4ccco4)c4c(c3c2n1)CCC4
→ 24	5%	19	3%	22%	?	-18%	3%	-1%
COCCCNC(=S)NNC(=O)c1cc(Cl)c(O)c(Cl)c1
→ 3	1%	-12	-17%	5%	4%	-1%	12%	0%
Nc1ccc(Nc2nc(-c3cccs3)cs2)cc1
→ -6	8%	-7	15%	-7%	0%	14%	-2%	1%
CCCC1=Nc2cc(C(=O)NCCCN3CCOCC3)ccc2Sc2ccccc21
→ -4	6%	-22	0%	-8%	26%	?	6%	-16%
CC1(c2nnc(-c3cccc(Cl)c3)o2)CC(c2cccc([N+](=O)[O-])c2)=NO1 (stereo not drawn)
→ -18	0%	-8	-10%	1%	-54%[inhibitor]	-1%	0%	-15%
Cc1cc(N/N=C2/CCCc3ccccc32)nc2ccccc12
→ 0	?	-9	?	?	?	-19%	-12%	?
COc1cccc(NC(=O)Cn2nc(N3CCN(c4ccccc4)CC3)ccc2=O)c1
→ -15	-5%	·	-10%	7%	·	·	·	·
